Bioassay records as filed in PubChem BioAssay.
BCLXL inh – blocks human Bcl-xL binding to Bim BH3 peptide; Q07817; GST-Bcl-xL / FITC-Bim BH3 peptide fluorescence polarization; inhibition, % at 10.9 µM; hit rate 0.7% among 320,000; AID 2129;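 active = inhibition above the mean of all tested compounds plus 3 SD, cutoff set per campaign, cut at about 30% in these data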;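 note: 0% = DMSO wells and 100% = unlabeled Bim-BH3 peptide competitor; inhibitors lower millipolarization by displacing the labeled peptide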
GLD-1 RNA inh – GLD-1-TGE RNA interaction inhibition (C. elegans) | Q17339 | hit rate 0.44% among 320,000 | inhibition, % at 5.96 µM | purified GLD-1 + fluorescein TGE RNA, fluorescence polarization | AID 2280;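 active = percent inhibition above a per-plate cutoff, the plate mean of test compounds plus 3 SD, cut at about 30% in these data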;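 note: 0% = DMSO wells with GLD-1 and probe and 100% = wells lacking GLD-1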
GRK2 aptamer HTS – human GRK2 inhibition via aptamer displacement; bead flow cytometry, FAM-aptamer displacement from GRK2; AID 488847; inhibition of aptamer binding, % at 10 µM; hit rate 0.59% among 330,000;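 active = inhibition of aptamer binding above 40%, roughly 3 SD of noise, on plates passing a quality check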;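 note: median bead fluorescence of bound FAM aptamer so fluorescent compounds give negative values; no value below 0 was filed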
Target sequence (P25098 whole entry, looked up): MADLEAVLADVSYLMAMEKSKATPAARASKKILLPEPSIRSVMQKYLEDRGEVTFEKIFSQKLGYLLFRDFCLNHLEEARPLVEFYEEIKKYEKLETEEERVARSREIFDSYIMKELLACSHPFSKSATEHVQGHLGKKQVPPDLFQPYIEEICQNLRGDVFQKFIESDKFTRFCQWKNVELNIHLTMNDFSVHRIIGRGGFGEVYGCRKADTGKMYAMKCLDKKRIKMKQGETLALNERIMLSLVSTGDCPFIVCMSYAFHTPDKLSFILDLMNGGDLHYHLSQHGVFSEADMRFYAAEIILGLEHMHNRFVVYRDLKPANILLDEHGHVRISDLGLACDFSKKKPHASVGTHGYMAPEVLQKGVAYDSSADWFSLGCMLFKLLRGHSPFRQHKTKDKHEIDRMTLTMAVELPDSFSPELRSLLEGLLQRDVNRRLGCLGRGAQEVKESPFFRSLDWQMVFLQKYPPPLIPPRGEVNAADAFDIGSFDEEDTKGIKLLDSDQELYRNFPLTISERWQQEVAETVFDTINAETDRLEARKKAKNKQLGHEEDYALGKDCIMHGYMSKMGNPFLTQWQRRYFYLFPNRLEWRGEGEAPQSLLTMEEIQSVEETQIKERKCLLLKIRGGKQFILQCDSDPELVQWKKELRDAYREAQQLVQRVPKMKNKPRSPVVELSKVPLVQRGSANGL
MEX-5 binding – C. elegans MEX-5 TCR-2 RNA binding activity | Q9XUB2 | MEX-5/FITC-TCR2 RNA binding, fluorescence polarization; hits give low values | activity score (negative = inhibition of binding), % at 10 µM | hit rate 0.38% among 300,000;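 active = inhibition past about -25% in most replicates, and total fluorescence under double the plate's negative control median, limit read from the data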;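 note: 0% = DMSO and -100% = 5 µM competing unlabeled TCR2 RNA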
CIT2 TOR yeast – yeast TOR pathway CIT2-GFP modulation | AID 2029 | S. cerevisiae CIT2-GFP strain, flow cytometry, 3 h; 100 means same as DMSO wells | hit rate 0.065% among 320,000 | GFP response vs DMSO, % at 10 µM;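 active = GFP response relative to DMSO above a set limit, near the screen mean plus 3 SD, cut at about 150% in these data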;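 note: ratio of well median GFP fluorescence to mean of DMSO wells on the plate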
CR mimetic SO – caloric restriction mimetics inhibiting age-related superoxide in yeast; S. cerevisiae aged cells, superoxide DHE fluorescence; hits give low values; superoxide response (% of plate mean), % at 10 µM; hit rate 0.18% among 330,000; AID 2690;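 active = superoxide response under a set limit, about three screen SD below normal, cut at about 65% in these data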;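 note: yeast aged for seven days with compound at 30 °C before DHE staining; 100% = average MFI of all compound-treated wells on the plate with controls excluded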
AGP1 TOR yeast – modulators of TOR pathway AGP1-GFP in S. cerevisiae; S. cerevisiae AGP1-GFP multiplex flow cytometry, 3 h; GFP as percent of DMSO wells; GFP response vs DMSO, % at 10 µM; hit rate 0.02% among 320,000; AID 2066;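 active = GFP response relative to DMSO above a set limit, near screen average plus 3 SD, cut at about 150% in these data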;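 note: median GFP channel fluorescence of the gated AGP1 strain per well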
MCL1 BIM primary – inhibitors of human MCL1 binding to BIM-BH3 peptide | GST-MCL1 / FITC-Bim-BH3 fluorescence polarization | inhibition, % at 10.9 µM | hit rate 0.68% among 320,000 | AID 2057;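 active = inhibition above the mean inhibition of all tested compounds plus 3 SD, set per campaign, cut at about 40% in these data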;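 note: 0% = DMSO wells and 100% = unlabeled Bim-BH3 peptide control; higher means more loss of mP so more displacement of Bim peptide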
Target sequence (Q07820 whole entry, looked up): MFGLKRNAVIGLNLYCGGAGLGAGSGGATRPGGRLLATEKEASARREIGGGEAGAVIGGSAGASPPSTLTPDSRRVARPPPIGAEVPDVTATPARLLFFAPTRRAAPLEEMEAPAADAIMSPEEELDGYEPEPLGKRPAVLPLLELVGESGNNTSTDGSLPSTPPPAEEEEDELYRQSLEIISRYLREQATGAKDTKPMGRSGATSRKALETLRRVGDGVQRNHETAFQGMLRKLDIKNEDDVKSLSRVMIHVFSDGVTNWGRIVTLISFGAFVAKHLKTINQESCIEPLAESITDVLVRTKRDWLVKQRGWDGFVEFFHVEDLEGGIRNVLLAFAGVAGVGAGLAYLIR
VLA-4 inh – inhibition in a human VLA-4 binding assay. inhibition, % (about 7 µM as worked out from the volumes in the protocol). VLA-4 expressing cells, ligand binding flow cytometry. hit rate 0.2% among 330,000; in the data active = inhibition above about 50%
* = called active by the depositor; i = inactive; x = no result given.

SMILES	BCLXL inh	GLD-1 RNA inh	GRK2 aptamer HTS	MEX-5 binding	CIT2 TOR yeast	CR mimetic SO	AGP1 TOR yeast	MCL1 BIM primary	VLA-4 inh
Cc1ccc(C(=O)Nc2cccnc2N2CCN(C)CC2)cc1	2	4	2	0.8	100	123	106	3	6
Cc1ccccc1-n1c(SCC(=O)O)nc2sc3c(c2c1=O)CCCC3	2	0	0	-3.4	94	99	87	0	5
N#Cc1cccnc1N1CCN(C(=O)COCC(=O)O)CC1	1	4	1	1.3	100	95	115	-2	20
CCC1(C)Cc2c(C#N)c(N)sc(=S)c2CO1 (stereo not given)	25	18	6	-3.7	100	112	100	23	8
Cc1cc(C(=O)NCCc2ccccc2)c2cc(F)ccc2n1	-1	-7	2	0.1	98	99	100	-3	15
N#Cc1ccc(Oc2ccc(-c3nc4ccccc4nc3-c3ccccc3)cc2)cc1C#N	-5	-3	1	-0.5	94	104	94	-5	6
CCN=C1SC(C(=O)Nc2cccc(C)c2)CC(=O)N1CC (stereo not given)	1	4	0	-1.0	103	105	95	4	-21
CCn1c(SCC(=O)OC)nnc1-c1ccc(C)cc1	-3	-9	0	1.0	100	102	94	-2	4
O=C(Nc1ccc(Cl)cc1)Nc1nnc(SCc2ccccc2)s1	6	-6	1	-1.4	103	91	101	7	14
O=C(Nc1c(F)cccc1F)c1cnc(N2CCN(c3ccccn3)CC2)c2ccccc12	7	2	1	-7.6	96	102	106	10	-20
O=C(Nc1ncc2c(n1)-c1ccccc1CC2)C1CC1	4	2	20	-0.2	95	92	104	9	17
COc1cc(/C=N\NC(=O)CNC(=O)c2cccc([N+](=O)[O-])c2)ccc1O	2	4	0	1.1	82	102	81	6	5
CCOc1ccc(CCNC(=O)C2CCN(c3nn4c(=O)cc(C)nc4s3)CC2)cc1	-3	2	0	x	94	107	x	1	-5
C#C[C@]1(O)CC[C@H]2[C@@H]3CCC4=Cc5oncc5C[C@]4(C)[C@H]3CC[C@@]21C	4	7	1	-3.8	89	99	101	30	3
CC1Cc2ccccc2N1C(=O)c1nn(C)cc1Br (stereo not given)	6	29	0	-0.1	90	91	96	-4	3
Cc1ccc(C(=O)NN2C(=O)C3C4c5ccccc5C(c5ccccc54)[C@@H]3C2=O)cc1 (stereo not given in full)	-4	8	0	-0.7	x	114	x	-1	23
CCOc1ccccc1C1CC(=O)NC(SCC)=C1C#N (stereo not given)	-1	14	5	-3.2	108	91	106	5	-5
CCOC(=O)C1(Cc2cccc(Cl)c2)CCCN(C(=O)CCSC)C1 (stereo not given)	3	0	0	-2.2	91	99	97	0	2
COc1cccc(N2CCN(S(=O)(=O)c3cc4c(cc3Cl)NC(=O)CO4)CC2)c1	-2	-6	0	-2.6	99	95	99	0	-12
CN(C)NC(=O)C(NC(=O)c1ccc(N)cc1)C12CC3CC(CC(C3)C1)C2 (stereo not given)	-1	-1	3	0.7	105	112	101	-2	5
Cc1ccc(NC(=O)/C(C#N)=N/Nc2ccc(C(=O)O)cc2)c(C)c1	4	-1	8	1.4	100	90	105	0	-2
COC(=O)c1ncn(C2OC(COC(C)=O)C(OC(C)=O)C2OC(C)=O)n1 (stereo not given)	5	-5	2	0.9	100	109	101	5	-6
Cc1ccccc1CN1CCN(CC(=O)NCc2ccccc2)CC1	6	6	0	0.1	103	99	109	10	-2
COc1ccc(C(=O)NC2CC(C)(C)Cc3occc32)cc1 (stereo not given)	4	28	1	1.4	96	99	92	5	10
CC(C)[C@H](NC(=O)NCCc1ccc(F)cc1)C(=O)O	3	3	0	0.1	99	98	94	-1	5
CCCn1c(N)c(N(CCOC)C(=O)c2ccc(F)cc2)c(=O)[nH]c1=O	-10	-2	0	4.1	94	109	96	-16	5
COc1ccc(CN2CCNC(=O)C2CC(=O)N2CCCCO2)cc1OC (stereo not given)	12	13	0	1.3	98	111	100	21	3
N/C(=N\OC(=O)CC1CCCCC1)c1ccc([N+](=O)[O-])cc1	-1	0	0	2.2	103	114	93	1	-2
CCOc1ccc(NC(=O)C2CC(=O)N(C(C)C)C2)cc1 (stereo not given)	4	1	0	1.6	107	103	104	5	-15
C=CCOc1c(Br)cc(/C=C2/C(=O)ON=C2C)cc1OC	-1	3	1	-1.2	101	98	87	1	17

Reprinted from the part before: two compounds, followed by the next part.
SMILES	BCLXL inh	GLD-1 RNA inh	GRK2 aptamer HTS	MEX-5 binding	CIT2 TOR yeast	CR mimetic SO	AGP1 TOR yeast	MCL1 BIM primary	VLA-4 inh
CCOc1ccc(NC(=O)C2CC(=O)N(C(C)C)C2)cc1 (stereo not given)	4	1	0	1.6	107	103	104	5	-15
C=CCOc1c(Br)cc(/C=C2/C(=O)ON=C2C)cc1OC	-1	3	1	-1.2	101	98	87	1	17
CCCOc1ccc(/C=C2/C(=O)ON=C2C)cc1OCC	0	-3	3	-2.7	100	98	90	-5	27
CCC(=O)NCCc1nc2ccccc2n1CC(=O)c1ccccc1	-2	1	1	-0.3	86	82	88	-7	10
Cc1ccc(NS(=O)(=O)c2ccc(C)c(NC(=O)COc3ccccc3)c2)c(C)c1	5	-1	0	-1.8	99	113	98	0	7
COC(=O)c1ccc(Oc2c(C)oc3cc(OCc4cnn(-c5ccccc5)c4)ccc3c2=O)cc1	5	-1	0	-3.0	104	96	107	2	1
COc1cc(CNCc2ccccn2)ccc1OCc1cccc(Cl)c1	1	3	0	-6.5	89	114	94	4	47
COc1ccc(CN2CCOCC2)cc1OC	2	5	3	-1.3	100	78	94	1	23
Cc1cc(OCC(=O)NCCN2CCOCC2)cc(C)c1Br	5	3	4	0.0	99	113	98	5	21
Cn1c(=O)c2c(nc(NCc3ccc4c(c3)OCO4)n2Cc2ccccc2F)n(C)c1=O	3	3	2	1.7	95	92	96	-2	5
CC(=O)N1CCN(c2ccc(NC(=O)c3ccc(N4CCCC4)c([N+](=O)[O-])c3)cc2Cl)CC1	5	1	5	3.5	96	90	96	-7	25
COc1cccc(NC(=O)c2ccc3c(c2)N(CC(=O)N2CCCCC2)C(=O)C(C)(C)O3)c1	1	-2	0	-1.6	99	95	96	6	-3
CCCCn1c(SCc2c(C)noc2C)nc2cc(S(N)(=O)=O)ccc21	-8	-1	2	-0.7	96	103	102	-14	-1
COc1ccc(-c2csc(NC(=O)Cc3ccccc3F)n2)cc1OC	1	7	2	-1.3	102	88	93	1	-8
COc1ccc(NC(=O)CS(=O)(=O)c2cn(CC(=O)N3CCOCC3)c3ccccc23)cc1	2	1	1	-5.9	90	91	100	6	5
C/C(=N/Nc1nc(-c2ccc(Cl)cc2)cs1)c1cccs1	6	-2	2	1.1	100	94	101	5	0
COCCNC(=O)Cn1nc(-c2ccc(Cl)cc2)c2ccccc2c1=O	3	0	2	-0.5	100	84	98	19	i

Arranged by molecular weight (smallest number first): part of the list above.
SMILES	BCLXL inh	GLD-1 RNA inh	GRK2 aptamer HTS	MEX-5 binding	CIT2 TOR yeast	CR mimetic SO	AGP1 TOR yeast	MCL1 BIM primary	VLA-4 inh
CCn1c(SCC(=O)OC)nnc1-c1ccc(C)cc1	-3	-9	0	1.0	100	102	94	-2	4
COc1ccc(C(=O)NC2CC(C)(C)Cc3occc32)cc1 (stereo not given)	4	28	1	1.4	96	99	92	5	10
CCOc1ccccc1C1CC(=O)NC(SCC)=C1C#N (stereo not given)	-1	14	5	-3.2	108	91	106	5	-5
N/C(=N\OC(=O)CC1CCCCC1)c1ccc([N+](=O)[O-])cc1	-1	0	0	2.2	103	114	93	1	-2
Cc1ccc(C(=O)Nc2cccnc2N2CCN(C)CC2)cc1	2	4	2	0.8	100	123	106	3	6
CCN=C1SC(C(=O)Nc2cccc(C)c2)CC(=O)N1CC (stereo not given)	1	4	0	-1.0	103	105	95	4	-21
CCCn1c(N)c(N(CCOC)C(=O)c2ccc(F)cc2)c(=O)[nH]c1=O	-10	-2	0	4.1	94	109	96	-16	5
COc1ccc(-c2csc(NC(=O)Cc3ccccc3F)n2)cc1OC	1	7	2	-1.3	102	88	93	1	-8
COc1ccc(CN2CCNC(=O)C2CC(=O)N2CCCCO2)cc1OC (stereo not given)	12	13	0	1.3	98	111	100	21	3
CCCCn1c(SCc2c(C)noc2C)nc2cc(S(N)(=O)=O)ccc21	-8	-1	2	-0.7	96	103	102	-14	-1
Cc1ccc(C(=O)NN2C(=O)C3C4c5ccccc5C(c5ccccc54)[C@@H]3C2=O)cc1 (stereo not given in full)	-4	8	0	-0.7	x	114	x	-1	23
CCOc1ccc(CCNC(=O)C2CCN(c3nn4c(=O)cc(C)nc4s3)CC2)cc1	-3	2	0	x	94	107	x	1	-5

New compounds follow:
SMILES	BCLXL inh	GLD-1 RNA inh	GRK2 aptamer HTS	MEX-5 binding	CIT2 TOR yeast	CR mimetic SO	AGP1 TOR yeast	MCL1 BIM primary	VLA-4 inh
COc1ccccc1N(C(C)=O)C1SC(=O)N(c2ccccc2)C1=O (stereo not given)	4	0	0	0.6	98	105	100	3	6
COCC(C)NC(=O)CSc1nc2ccccc2c(=O)n1CCc1ccc(S(N)(=O)=O)cc1 (stereo not given)	3	-1	0	5.4	98	111	100	3	-6
Cc1ccc(-n2c(=O)c3c(C)c(C)sc3n(Cc3cc(=O)n4ccccc4n3)c2=O)cc1C	6	-5	2	0.9	94	92	96	0	-4
CCc1c(C)c(C#N)c2nc3ccccc3n2c1NC	3	-4	0	5.1	94	108	90	11	-2
CCC(C)N(C(=O)COC(=O)c1cn(CC)c2nc(C)ccc2c1=O)C1CCS(=O)(=O)C1 (stereo not given)	0	2	0	0.3	96	103	100	-1	3
CC(=O)N1CC(C)Oc2ccc(S(=O)(=O)NC(CC(=O)O)c3ccc(C)cc3C)cc21 (stereo not given)	7	2	0	1.1	101	95	94	6	5
c1ccc(CN2CCC(Nc3nc(-c4cccnc4)nc4ccccc34)CC2)cc1	2	-3	0	-0.8	98	102	98	3	33
CCOC(=O)N1CCN(S(=O)(=O)c2ccc(OC)c(Cl)c2)CC1	2	3	0	-1.4	96	104	x	-3	4
O=C(CSc1ccccn1)N/N=C/c1ccccc1[N+](=O)[O-]	1	1	1	-1.7	107	114	106	2	-9
C/C=C1\COC(C(=O)NCc2ccncc2)(C(F)(F)F)C=C1C=C1CCCCC1 (stereo not given)	1	-7	2	3.7	90	97	92	-2	-6
O=C1CN(c2nc3ccccc3n3cnnc23)CC(=O)N1CCc1ccccc1	-2	9	1	-1.3	97	98	106	3	-14
Cc1ccc(C(=O)NCc2ccco2)cc1S(=O)(=O)Nc1cccc(Cl)c1	2	0	2	-1.9	93	95	107	-1	-5
COc1ccc(NS(=O)(=O)c2ccc(Cl)c(N)c2)cc1Br	5	-2	0	1.3	98	99	103	-1	4
CCOc1c(Cl)cc(/C=N/NC(N)=S)cc1OC	0	3	0	-0.7	109	100	106	2	2
CC1CCCC(C)N1S(=O)(=O)c1ccc(NC(=O)c2ccccc2C(=O)N2CCOCC2)cc1 (stereo not given)	3	-4	3	-0.3	103	109	108	1	14
Cc1cccc2cc(/C=C/C(=O)c3ccco3)c(Cl)nc12	1	-5	0	-1.2	90	90	103	5	21
CS(=O)(=O)Nc1ccc(-c2cn3c(n2)SCC3)cc1	-2	-4	0	-0.4	94	93	95	-6	-6
